Screening data: PubChem, Broad Institute
Statin myotox sup: suppressors of statin myotoxicity in C2C12 myotubes, primary screen, cell-based, single point, plate reader. C2C12 myotubes + simvastatin, ATP luminescence, 48 h; scaled: DMSO 0, geranylgeraniol control 100. rescue of ATP level, % at 7.49 µM. 0.78% of 330,000 active. AID 602340, 2012;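 active = mean ATP rescue above about 67%, or every replicate alone reaching that limit, limit read from the data, passing the limit was not always enough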;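 also: myotubes were challenged with 10 µM simvastatin during compound exposure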
esBAF inh: Bmi1 luciferase reporter increase in mESCs, primary screen, esBAF inhibitor project, mouse ES cells, Bmi1 luciferase knock-in, single point | 2% of 350,000 active | reporter increase, % at 12.5 µM | 24 h; 100% = twice the neutral-well signal; in the data active = activation above about 40%;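 also: 0% = median of the plate's neutral control wells and 100% = double that signal; a rise in the Bmi1 reporter signal indicates esBAF inhibition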
* = called active by the depositor. This is a subset. The share of hits here may be higher or lower than overall.

SMILES | Statin myotox sup | esBAF inh
Cc1cnc(C(=O)Nc2cccc(-c3nnc4n3CCCCC4)c2)cn1 | 2 | -11
CC1(C)CC(=O)C=C(OC(=O)c2ccc(Cl)cc2)C1 | 14 | 1
Cc1cccc(C)c1NC1=NC(C)(C)N=C(N)N1 | -3 | -4
c1n[nH]c(SCCCCSc2ncn[nH]2)n1 | -8 | -5
Cc1cc(C)cc(NS(=O)(=O)c2cnc(Cl)c(Cl)c2)c1 | -10 | -12
Cc1ccnc(NCn2nnc3ccccc32)c1 | -1 | 0
COc1ccc(NC(=O)CN2CCC(NC(=O)C3CCCCC3)CC2)cc1 | -4 | 1
CCOc1ccc(Nc2nc3cc(S(=O)(=O)N(CC)CC)ccc3o2)cc1 | -6 | 1
O=c1[nH]c2ccc(NC(=S)Nc3ccccc3Cl)cc2[nH]1 | 19 | -3
CCCCc1nc(N2CCOCC2)c(C#N)c2c1CCCC2 | -56 | -8
CCOC(=O)c1ccccc1NC(=O)CC1SC(=NC)N(C)C1=O (centres undefined) | -2 | -2
Cn1c(CCC(=O)Nc2ccc(N3CCOCC3)cc2)nc(=O)c2ccccc21 | 5 | 4

Reformatted: results already given
SMILES,Statin myotox sup,esBAF inh
O=c1[nH]c2ccc(NC(=S)Nc3ccccc3Cl)cc2[nH]1,19,-3
c1n[nH]c(SCCCCSc2ncn[nH]2)n1,-8,-5

Sorted by value in esBAF inh (descending): three from the list above
molecule	esBAF inh
CCOC(=O)c1ccccc1NC(=O)CC1SC(=NC)N(C)C1=O (centres undefined)	-2
O=c1[nH]c2ccc(NC(=S)Nc3ccccc3Cl)cc2[nH]1	-3
CCCCc1nc(N2CCOCC2)c(C#N)c2c1CCCC2	-8

The list goes on:
SMILES | Statin myotox sup | esBAF inh
Nc1ccn(-c2ccc(Cl)cc2)c(=O)c1 | 6 | -6
COC(=O)c1nn(-c2ccccc2)c(Cl)c1/C=N/OC(=O)c1ccc(Cl)c(Cl)c1 | -2 | -1
O=C(COc1ccc(S(=O)(=O)NC2CCCCC2)cc1)NCCC1=CCCCC1 | 13 | 16
COCCNC(=O)C1(C)CCN(Cc2noc(-c3c(C)noc3C)n2)C1 (centres undefined) | 4 | -6
CC(C)(C)Nc1c(N)c(=O)oc2ccccc12 | 8 | 0
COc1ccc(S(=O)(=O)Nc2ccccc2C(=O)NCc2ccco2)cc1Br | 46 | 4
CC1=C(C#N)C(c2cccnc2)C2=C(CC(c3ccc(Cl)cc3)CC2=O)N1 (centres undefined) | -41 | 5
N#Cc1cc2c(nc1SCc1cccnc1)CCCCC2 | 10 | 16
CCOc1cc(C=O)ccc1OCCCN1C(=O)NC(C)(C)C1=O | 2 | 4
CC1=C(C(=O)OC(C)C)C(C2CC=CCC2)NC(=O)N1 (centres undefined) | 12 | -1
CCOC(=O)CC1C(=O)NCCN1C(=O)c1ccc(F)cc1F (centres undefined) | -18 | -7
Cn1c(=O)oc2cc(S(=O)(=O)N3CCN(c4ccc(F)cc4)CC3)ccc21 | -4 | 7
Cc1c(Cl)cnc(NC(=O)CSc2nnc3ccccn23)c1Cl | 8 | 31
CCOc1cc(CNCCc2ccc(S(N)(=O)=O)cc2)ccc1OCC(=O)NC1CCCCC1 | -7 | 3
O=C(NCc1ccccc1)c1ccc(CS(=O)(=O)c2ccccc2)o1 | -1 | -3
O=C(Nc1ccccn1)c1cccc(S(=O)(=O)N2CCOCC2)c1 | -8 | -7
CCn1cnc2sc(C(=O)N(Cc3ccc(N(C)C)cc3)Cc3ccco3)c(C)c2c1=O | 6 | 16
Clc1ccc(Oc2nc3ccccc3n3cccc23)cc1 | 3 | -5
CC(=O)N(c1c(C)n(C)n(-c2ccccc2)c1=O)C1(C(=O)NC2CCCC2)CCCCC1 | -5 | 0
CCc1ccc2c(CN(CC)Cc3nc4ccccc4c(=O)[nH]3)cc(=O)oc2c1 | -2 | 8
COc1ccccc1NC1SC(=O)N(c2ccccc2)C1=O (centres undefined) | 7 | 30
O=C(CSc1nn(-c2ccc(F)cc2)c(=S)s1)N1CCN(C(=O)c2ccco2)CC1 | -23 | 0
Cc1ccc(CC2CC(=O)N(CCc3ccc4c(c3)OCO4)C2=O)cc1 (centres undefined) | 147* | -2
Nc1cc(N)c(OCC(F)(F)F)cc1OCC(F)(F)F | 5 | -13
CCCCNC(=O)c1ccc2c(c1)N(CC)C(=O)CS2 | 2 | 1
COCCn1nnnc1C(c1ccc(O)c(OC)c1)N1CCc2ccccc2C1 (centres undefined) | 18 | 28
CCOC(=O)CSc1nnc(-c2ccncc2)o1 | 8 | -4
CCC(=O)NNc1cccc(Cl)n1 | -26 | -7
CC1(C)CC(=O)c2cc(C(=O)Nn3cnnc3)c(=O)n(-c3ccccc3)c2C1 | 15 | -5
Cc1nn(Cc2ccccc2)c(C)c1C(=O)OCC(=O)c1cc(C)n(C2CC2)c1C | 9 | -20
S=C(c1ccc(N2CCOCC2)cc1)N1CCCCC1 | 7 | 10
COc1ccccc1C(c1nnnn1C(C)(C)C)N1CCCc2ccccc21 (centres undefined) | -3 | 0
O=C(c1ccc(Br)s1)N1CCCC1 | 13 | 4
CCN(CC)C(=O)Nc1ccccc1C | -7 | -14
CO/N=C/NC(=O)Cc1cn(-c2ncc(C(F)(F)F)cc2Cl)c2ccccc12 | -17 | 3
CC(C)[C@H](NC(=O)NC1CCCC1)C(=O)O | -9 | -10
O=C(CSc1nncn1-c1ccccc1)Nc1ccc(N2CCOCC2)cc1 | -4 | 2
COc1ccc(C)cc1NC(=O)CNC(=O)Cn1ccc2ccccc2c1=O | -2 | -2
O=C1CC(C2CCCO2)C(=O)N1c1cccc(Cl)c1 (centres undefined) | -3 | -1
CC(=O)Oc1ccc2oc(=O)c3c(c2c1)CCCN3C(=O)CN1CCN(c2ncccn2)CC1 | 5 | -2
O=C(Nc1ccc2oc(-c3ccccc3)nc2c1)c1cccnc1 | -11 | 29
CCOC(=O)C1(P(=O)(c2ccc(Cl)cc2)c2ccc(Cl)cc2)CCC1 | -26 | -4
CCN(C(=O)COC(=O)C(Cc1ccccc1)N1C(=O)c2ccccc2C1=O)C1CCS(=O)(=O)C1 (centres undefined) | 14 | -5
CN(Cc1ccccc1)Cc1nc2c(c(=O)n(C)c(=O)n2C)n1CCCc1ccccc1 | 6 | -9
COc1cccc(OC)c1C(=O)N1CCN(Cc2ccccc2C(F)(F)F)CC1 | 13 | -11
Cc1nnc(SCc2ccc(F)cc2)n1NC/C=C/c1ccccc1 | 59 | 1
Cn1cccc1C(=O)NC(=O)COC(=O)CNC(=O)c1ccc(Cl)cc1Cl | 4 | 4
Cn1c(C(=O)NCC2CCCO2)cc2oc3ccccc3c21 (centres undefined) | -34 | 76*
O=C(C[n+]1cccc(NC(=O)c2ccccc2)c1)c1ccc(NC(=O)c2ccccc2)cc1 | -9 | -4
O=C1CSC2(C(=O)N3CCCc4cccc2c43)N1c1cccc(C(F)(F)F)c1 (centres undefined) | 15 | 4
CC1=C(C(=O)N(C)C)C(c2cccc(Cl)c2)NC(=O)N1 (centres undefined) | 26 | -3
O=C(Nc1ccccc1)c1ccccc1CC[N+](=O)[O-] | 13 | 3
CC1=C(C(=O)OC(C)C)C(c2ccc(C)o2)NC(=O)N1 (centres undefined) | 1 | -4
O=C(Nc1cccc(O)c1)c1noc2c1CCc1ccccc1-2 | 7 | -33
Cn1cnc2cc(NS(=O)(=O)c3ccc(Br)cc3)ccc21 | -27 | -5
CS(=O)(=O)N(Cc1ccc(Cl)cc1)c1ccc(C(=O)Nc2cccnc2)cc1 | -5 | -1
OC(COCc1ccco1)CN1CCN(C(c2ccccc2)c2ccccc2)CC1 (centres undefined) | 10 | 7
CCOc1ccc2[nH]c(=O)c(CN(CC3CCCN3CC)C(=O)NCc3ccccc3)cc2c1 (centres undefined) | -10 | -1
Cc1nc(-c2c(-c3ccc(O)cc3O)noc2C(F)(F)F)cs1 | 7 | 17
CC(C)(C)n1ncc2c(=O)n(CC(=O)N3CCN(c4ccccc4)CC3)cnc21 | 1 | 1

Among those listed so far, 7 contain an aryl methoxy group.
SMILES | Statin myotox sup | esBAF inh
COc1ccc(NC(=O)CN2CCC(NC(=O)C3CCCCC3)CC2)cc1 | -4 | 1
COc1ccc(S(=O)(=O)Nc2ccccc2C(=O)NCc2ccco2)cc1Br | 46 | 4
COc1ccccc1NC1SC(=O)N(c2ccccc2)C1=O (centres undefined) | 7 | 30
COCCn1nnnc1C(c1ccc(O)c(OC)c1)N1CCc2ccccc2C1 (centres undefined) | 18 | 28
COc1ccccc1C(c1nnnn1C(C)(C)C)N1CCCc2ccccc21 (centres undefined) | -3 | 0
COc1ccc(C)cc1NC(=O)CNC(=O)Cn1ccc2ccccc2c1=O | -2 | -2
COc1cccc(OC)c1C(=O)N1CCN(Cc2ccccc2C(F)(F)F)CC1 | 13 | -11

(next part)
SMILES | Statin myotox sup | esBAF inh
COC(=O)c1ccc(CSc2nnc(Nc3ccc(C)cc3)s2)o1 | 95* | -3
CC(=O)N1CCN(c2ccccc2NC(=O)COc2cc(C)ccc2C(C)C)CC1 | -1 | 1
O=C(CN1CCOc2ccccc21)NCc1cccs1 | -6 | 6
C=CCn1c(SCC(=O)NC2CCCCC2)nnc1-c1sc(N)nc1C | 4 | 16
CON(c1nc(N(C)C)nc(N(C)C)n1)S(=O)(=O)c1ccccc1Cl | 19 | -6
Nn1c(SCC(=O)N2CCCc3ccccc32)nnc1-c1ccccc1 | -2 | 0
O=C(OCc1c(Cl)cccc1Cl)c1ccccn1 | 35 | 5
CC(C)OCC(O)CSc1ccccn1 (centres undefined) | 0 | -7
CCC(NC(=O)c1ccccc1NC(=O)c1ccco1)C(=O)NC1CCCCC1 (centres undefined) | -10 | 1
CC(C)COc1ccc(/C(=N/O)c2ccccc2)cc1 | 12 | 37
Cc1ccc(C(=O)c2oc3ccccc3c2N)cc1 | -6 | 88*
CCOC(=O)c1cc(-c2ccncc2)nc2c1c(C)nn2-c1ccccn1 | -3 | -10
COc1cccc2c1cc1c(=O)n(CC(=O)NCCCc3ccccc3)nc(C)n12 | -3 | -8
COC(=O)c1ccc(-c2nc(CN3CCC(C(=O)N4CCOCC4)CC3)c(C)o2)cc1 | -4 | 0
Cc1nn(CCO)c(C)c1Oc1ccccc1O | -1 | 2
c1ccc(OCCCc2nc(-c3ccncc3)no2)cc1 | -47 | -5
C=CCN1C(c2ccccc2)=CS/C1=C(\C#N)c1nnc2n1CCCCC2 | 13 | -3
COc1ccc(NC(=O)Cn2c(-c3ccc(OC)cc3)cn(-c3ccc(C)cc3)c2=O)cc1 | 4 | 48
COc1ccc(C2/C=C\CC(NS(=O)(=O)c3ccc(C)cc3)CC(=O)N2Cc2ccccc2F)cc1 (centres undefined) | 15 | 4
O=C(c1cnn2c(C(F)(F)F)cc(-c3ccco3)nc12)N1CCCCCC1 | 0 | 0
C/C=C/CSc1nc2c(c(=O)[nH]c(=O)n2C)n1CCC | 9 | -3
COc1cc(C(=O)Nc2ccccc2N2CCN(S(C)(=O)=O)CC2)cc(OC)c1OC | -7 | -7
O=C(O)Cc1ccc(NC(=O)c2ccc(NC(=O)c3ccco3)cc2)cc1 | -12 | -5
CCCNc1ncnc2sc(C)c(C)c12 | 17 | -7
COc1ccc(Cc2nc(C(=O)NCc3ccccc3OC)cs2)cc1 | -31 | -1
Cc1ccc(C(=O)Nc2cccc(-c3cnc4ccccc4n3)c2)cc1 | -14 | 14
O=C(CC1c2ccccc2Oc2ccccc21)NCc1ccco1 | 39 | -9
O=c1c2sc3nc(N4CCOCC4)c4c(c3c2nnn1Cc1ccccc1)CCCC4 | 7 | -6
CC(C)(C)c1nnc2sc(SCC(=O)c3cccs3)nn2c1=O | -28 | -12
CC(=O)NC1(C(F)(F)F)C(=O)NC(C)=C1C#N (centres undefined) | 2 | -19
COc1cc(S(=O)(=O)N2CCCCC2)ccc1NC(C)=O | 1 | -1
CCc1c(C)nc(Nc2nc(C)c3cc(OC)ccc3n2)[nH]c1=O | -13 | 26
O=C(CN1CCN(CCOCCO)CC1)N1c2ccccc2Sc2ccc(Cl)cc21 | 108* | 4
CCC(=O)OCc1c(C(F)(F)F)nn(C)c1Oc1cccc(C(F)(F)F)c1 | 7 | 3
CCCOc1ccc(N2C(=O)CC(NCCc3ccc(S(N)(=O)=O)cc3)C2=O)cc1 (centres undefined) | -11 | -7
N#Cc1ccc(OCC(=O)Nc2ccc(S(=O)(=O)N3CCOCC3)cc2)cc1 | 8 | -2
COC(=O)c1ccc(CSc2nc3cc(Cl)ccc3o2)cc1 | -6 | -4
CCOP(C)(=O)C1(C(=O)OCc2ccccc2)CC1 (centres undefined) | -6 | -6
O=C(c1ccco1)c1cn[nH]c1-c1ccc(Cl)cc1O | 13 | -2
